# West Nile virus CPE – inhibition of WNV-induced cytopathic effect – cell-based, CPE readout (AID 1621). West Nile virus-infected cells, CPE inhibition; higher % means a stronger effect. CPE inhibition, % at 10 µM; hits with a dose series show IC50 in µM. 290,000 compounds, 0.02% hits; in the data active = a potency from the dose series; inconclusive = CPE inhibition mostly from about 3.7% at the one dose, without a potency; inactive = the rest, 99 in 100 with CPE inhibition below about 2.2%; also: strong numbers were not always called active
# ER stress rescue – rescue of cells from ER stress-induced death, primary screen, 384-well, CSM14.1, thapsigargin, ATP luminescence (AID 1222); CSM14.1 thapsigargin-induced death rescue, ATP luminescence; higher % means a stronger effect; cellular ATP content (survival), % at 20 µM; hits with a dose series show EC50 in µM; 190,000 tested, under 10 active;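 active = EC50 below 50 µM in the dose-response confirmation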;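 also: death triggered by thapsigargin at about 15 µM added after 2 h compound pretreatment; cell ATP read after overnight thapsigargin exposure of roughly 18 to 22 hours; normalized against plate controls of thapsigargin alone and 5% DMSO vehicle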
# XIAP antagonists – small molecules displacing peptide from XIAP – biochemical, IAP family, fluorescence polarization (AID 1018). XIAP BIR domain, fluorescence polarization peptide displacement; higher % means a stronger effect. one-dose displacement, % at 20 µM; IC50 in µM for titrated hits. 200,000 compounds, 0.007% hits; in the data active = displacement above about 50%; also: a part of the inactive calls stands beside numbers as strong as those of hits
# M17LAP inhibition – P. falciparum M17LAP inhibitors, primary screen, biochemical, fluorogenic H-Leu-NHMec substrate, 1536-well (AID 1619) | 220,000 compounds, 0.38% hits | inhibition, % at 30 µM, or IC50 in µM where a hit was titrated | recombinant M17LAP, H-Leu-NHMec fluorogenic kinetic assay; higher % means a stronger effect;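 active = compound inhibiting the enzyme by more than half at any dose during confirmatory dose-response retesting; inconclusive = strong single-dose inhibitors picked by rank but not retested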;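 also: plate controls were full reaction with DMSO carrier for no effect and no enzyme background for full effect; strong numbers were not always called active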
# M1AAP inhibition – P. falciparum M1AAP inhibitors, biochemical, fluorogenic H-Leu-NHMec substrate, 1536-well (AID 1445). recombinant M1AAP, H-Leu-NHMec fluorogenic kinetic assay; higher % means a stronger effect. one-dose inhibition, % at 30 µM; IC50 in µM for titrated hits. 220,000 compounds, 0.42% hits;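 active = primary inhibition above the hit cutoff, then over 50% inhibition at one or more dose response concentrations, cut at about 23% in these data, passing the limit was not always enough; inconclusive = conflicting primary data, or primary hits not chosen for dose response; inactive = low primary inhibition, or under 50% at every dose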;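 also: plate controls were DMSO full reaction for no effect and no enzyme background for full effect; strong numbers were not always called active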
# Siah-1 displacement – Siah-1 peptide-binding antagonists, primary screen, biochemical, fluorescence polarization, rhodamine-plectin, uHTS (AID 1817); Siah-1 / rhodamine-plectin peptide fluorescence polarization; higher % means a stronger effect; one-dose displacement, % at 20 µM; IC50 in µM for titrated hits; 290,000 compounds, 0.02% hits;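 active = displacement of at least 50% at 20 µM, with a fluorescence ratio check between 0.3 and a set limit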;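 also: plate controls were Siah plus tracer with DMSO for no effect and tracer alone without Siah for full effect; strong numbers were not always called active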
# human PMI inhibitors – human PMI inhibitors, high substrate, primary screen, biochemical, fluorescence intensity, high mannose 6-phosphate (AID 1220); recombinant PMI enzyme, coupled fluorescence intensity; higher % means a stronger effect; inhibition, % at 20 µM, or IC50 in µM where a hit was titrated; 190,000 compounds, 0.66% hits; in the data active = inhibition above about 50%
# Yfh1-off respiration – enhancers of respiration in Yfh1-depleted yeast, dose response, Friedreich's ataxia, plus single-dose screen (AID 1465) | S. cerevisiae Yfh1-off respiration, WST-1 reduction, 72 h; higher fold induction means a stronger effect | fold induction at 50 µM, or EC50 in µM where a hit was titrated | 220,000 compounds, 0.074% hits;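 active = fold induction of absorbance versus untreated yeast above a set limit, then at least 30% activation at any dose in follow-up; inconclusive = repeats straddling the limit, or above it without dose testing; inactive = fold induction below the set limit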;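 also: activators that raise dye reduction in frataxin-depleted yeast; strong numbers were not always called active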
# PhoP inhibition – inhibitors of PhoP regulon expression, primary screen, Salmonella Typhimurium, GFP reporter (AID 1863) | S. Typhimurium PhoP-regulated promoter GFP reporter, 4 h; higher % means a stronger effect | inhibition, % at 50 µM, or IC50 in µM where a hit was titrated | 300,000 compounds, 0.16% hits;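 active = inhibition over 29.93%, a cutoff 3 SD above the screen mean, later confirmed by dose response; inconclusive = inhibition over 29.93% but no dose response follow-up; inactive = inhibition at most 29.93% or unconfirmed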;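 also: 0% = low Mg2+ inducing control and 100% = high Mg2+ repressing control; strong numbers were not always called active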
# Starred values were filed as active, the others as inactive; i = inactive; u = inconclusive; x = no result given.
SMILES,West Nile virus CPE,ER stress rescue,XIAP antagonists,M17LAP inhibition,M1AAP inhibition,Siah-1 displacement,human PMI inhibitors,Yfh1-off respiration,PhoP inhibition
O=C(Cn1c(=O)oc2cc(S(=O)(=O)N3CCc4ccccc43)ccc21)NC1CCCC1,-0.5%,0.5%,-3.6%,-2%,-1%,1%,9%,i,8%
COC(=O)c1cc(NC(=O)c2ccc(C)cc2)c(=O)oc1C,0.1%,-0.9%,-3.9%,1%,-2%,-8%,-44%,i,-3%
CC(=O)Nc1ccc(-n2cnnn2)cc1,0.8%,-2.0%,-5.6%,-2%,-5%,6%,-6%,i,5%
Cc1cc2c(c(=O)n1CCN(C)C)C(c1ccc(Cl)cc1)C(C#N)=C(N)O2 (stereo unspecified),-0.2%,0.6%,-4.2%,-3%,0%,4%,9%,i,9%
O=C(Cc1ccc(-n2c(=S)[nH]c3ccccc3c2=O)cc1)N1CCN(c2ccccc2)CC1,0.7%,1.6%,-5.8%,-8%,5%,-3%,5%,i,-1%
Cc1ccc(NC(=O)ON=C2CCCC2)cc1,-0.7%,-1.0%,-4.2%,12%,-7%,4%,14%,i,19%
Nc1c(C(=O)N2CCCCC2)sc(=S)n1-c1ccccc1,0.1%,0.3%,-7.6%,8%,0%,-1%,3%,i,12%
COc1cccc(C(=O)Nc2nc3ccccc3[nH]2)c1,0.6%,-2.7%,-2.9%,7%,6%,1%,4%,i,-8%
Cc1ccc(CNC(=O)C2CC(c3cccc([N+](=O)[O-])c3)=NO2)o1 (stereo unspecified),-0.1%,-0.2%,-6.3%,20%,-4%,1%,5%,i,0%
CCCCC(C)n1[nH]c(=O)c2c(C)cc(C)nc21 (stereo unspecified),0.3%,x,x,-1%,6%,-1%,x,u,-9%

# A portion of the results above, for reference:
SMILES,West Nile virus CPE,ER stress rescue,XIAP antagonists,M17LAP inhibition,M1AAP inhibition,Siah-1 displacement,human PMI inhibitors,Yfh1-off respiration,PhoP inhibition
Cc1ccc(CNC(=O)C2CC(c3cccc([N+](=O)[O-])c3)=NO2)o1 (stereo unspecified),-0.1%,-0.2%,-6.3%,20%,-4%,1%,5%,i,0%
CCCCC(C)n1[nH]c(=O)c2c(C)cc(C)nc21 (stereo unspecified),0.3%,x,x,-1%,6%,-1%,x,u,-9%

# Further compounds:
SMILES,West Nile virus CPE,ER stress rescue,XIAP antagonists,M17LAP inhibition,M1AAP inhibition,Siah-1 displacement,human PMI inhibitors,Yfh1-off respiration,PhoP inhibition
O=C(c1ccccc1Cl)N(Cc1ccc(Cl)c(Cl)c1)N1C(=O)CCCC1=O,0.7%,-0.7%,-8.2%,-4%,3%,-5%,14%,i,4%
COc1ccc(OC)c(Cc2nnc(CCC(=O)NC(C3CC3)C3CC3)o2)c1,0.2%,0.6%,-2.2%,-9%,3%,2%,x,i,1%
CCN(CC)c1cc(Cl)nc(N)n1,0.0%,-0.9%,-9.0%,8%,8%,2%,3%,i,-2%
COc1ccccc1C(=O)Nc1ccccc1SC,0.7%,x,0.4%,3%,4%,-2%,11%,i,3%
CCc1nnc(NC(=O)CSc2nc3c(c(=O)n2CC)SC(C)C3)s1 (stereo unspecified),-0.4%,-1.8%,-5.8%,8%,3%,2%,7%,i,3%
N/C(=N\OC(=O)CC1CCCCC1)c1ccncc1,-0.2%,-2.0%,2.0%,x,x,6%,-5%,i,x
Cc1ccc(NC(=O)CNS(=O)(=O)c2ccc(F)cc2)cc1C,-1.3%,-1.1%,-12%,5%,-1%,2%,-5%,i,-9%
COc1ccc(/C=C/c2nc(N)nc(-c3ccccc3O)n2)cc1OC,-0.7%,6.5%,-3.7%,1%,10%,5%,9%,i,-7%
COc1ccc(N2CCN(C(=O)CN(CCc3ccccc3)S(C)(=O)=O)CC2)cc1,-0.9%,-0.9%,-2.5%,-11%,0%,-2%,0%,i,0%
COc1ccc(N(CC(=O)NC2CCCC2)C(=O)Cn2nnc(-c3ccc(F)cc3)n2)cc1OC,-0.3%,-2.1%,0.5%,-13%,-2%,2%,6%,i,-12%
O=C(NNc1cc(Cl)cc(Cl)c1)c1cccs1,-0.6%,x,x,3%,5%,3%,x,i,0%
CN(C)CCCN(C(=O)c1ccc(Br)s1)c1nc2cc3c(cc2s1)OCO3,-0.9%,-2.1%,-5.4%,-2%,7%,-6%,-13%,i,-9%
COc1ccc(-c2cnnn2-c2ccc(NC(=O)c3ccc(S(=O)(=O)N4CCCCC4)cc3)cc2)cc1OC,-0.7%,5.7%,-1.4%,-1%,5%,-7%,4%,i,-10%
COc1cccc(C2/C(=C(/O)c3cnn(-c4ccccc4)c3C)C(=O)C(=O)N2CCN(C)C)c1OC (stereo unspecified),-0.1%,1.8%,-3.1%,8%,1%,-4%,-59%,i,-2%
C=C1CCN(C(CC(C)C)C(=O)OC)S(=O)(=O)c2ccccc21 (stereo unspecified),-0.4%,x,x,0%,6%,10%,x,i,-2%
COc1ccc(/C=N/NC(=O)c2ccn[nH]2)cc1COc1ccc(F)cc1,0.4%,-1.0%,-6.9%,-6%,0%,-6%,6%,i,-3%
CCN(CC)CCNC(=O)Cn1nc(-c2ccc(C)cc2)ccc1=O,-0.2%,-1.1%,-3.9%,-2%,-2%,0%,2%,i,8%
O=C(CSc1nnc(CNc2ccc(Cl)cc2)o1)Nc1nc2c(s1)CCCC2,0.1%,-1.3%,-5.6%,6%,-3%,3%,2%,i,-11%
Cc1ccccc1Nc1nc(-c2cccnc2)nc2ccccc12,x,5.7%,2.4%,5%,0%,0%,12%,x,-11%
COc1cccc2cc(C(C)N(CCCN3CCOCC3)C(=S)Nc3ccc(C)cc3)oc12 (stereo unspecified),-0.8%,1.0%,7.3%,3%,0%,-7%,2%,i,3%

# Compounds listed so far that contain an aryl thioether with sulfur outside any ring, in the order listed:
SMILES,West Nile virus CPE,ER stress rescue,XIAP antagonists,M17LAP inhibition,M1AAP inhibition,Siah-1 displacement,human PMI inhibitors,Yfh1-off respiration,PhoP inhibition
COc1ccccc1C(=O)Nc1ccccc1SC,0.7%,x,0.4%,3%,4%,-2%,11%,i,3%
CCc1nnc(NC(=O)CSc2nc3c(c(=O)n2CC)SC(C)C3)s1 (stereo unspecified),-0.4%,-1.8%,-5.8%,8%,3%,2%,7%,i,3%
O=C(CSc1nnc(CNc2ccc(Cl)cc2)o1)Nc1nc2c(s1)CCCC2,0.1%,-1.3%,-5.6%,6%,-3%,3%,2%,i,-11%

# Next section.
SMILES,West Nile virus CPE,ER stress rescue,XIAP antagonists,M17LAP inhibition,M1AAP inhibition,Siah-1 displacement,human PMI inhibitors,Yfh1-off respiration,PhoP inhibition
Nc1nc(-c2ccccc2)cc(C(F)(F)F)n1,0.3%,-2.0%,-7.7%,-10%,2%,2%,7%,i,2%
OCCC1CN(Cc2cccn2-c2ncccn2)CCN1CCc1ccccc1 (stereo unspecified),-0.4%,-1.4%,-4.8%,3%,-2%,3%,-2%,i,2%
COCCOC(=O)c1c(C)n(C)c2ccc(OC(=O)c3cccs3)cc12,0.4%,-0.1%,-6.8%,1%,7%,0%,-1%,i,-3%
COc1ccccc1CNC(=O)c1ccoc1C,0.0%,-2.1%,-2.9%,0%,7%,-2%,-22%,i,-6%
COc1ccc2c(=O)c3c(=O)n(-c4ccccc4)c(-c4ccc(C)cc4)nc3oc2c1,-0.4%,x,x,0%,2%,9%,x,i,-8%
Cc1sc2ncnc(N/N=C/c3ccc(O)cc3)c2c1C,-0.3%,-1.8%,0.3%,1%,13%,-4%,-11%,i,11%
COc1cccc2c(=S)c(CCC(C)=O)c(C)[nH]c12,-0.5%,-2.3%,-8.6%,-13%,8%,-4%,-113%,i,-12%
Cc1cccc(C)c1OC(=O)CCN1C(=O)C2C3C=CC(C4CC34)C2C1=O (stereo unspecified),-0.7%,-1.4%,-6.0%,-2%,-1%,1%,13%,i,5%
Cc1ccc(O)c(C2=Nc3ccccc3N=C(c3cccs3)C2)c1,-0.8%,-1.0%,-5.0%,15%,8%,-1%,12%,i,-10%
Cc1ccc(Nc2nc(-c3ccc(O)c(O)c3)cs2)nc1,-1.2%,-1.5%,-4.6%,5%,15%,-4%,50%,i,2%
COc1ccc(-c2nc3nc(C)c(Cc4ccccc4)c(=O)n3[nH]2)cc1,-0.4%,-3.5%,-5.0%,-1%,1%,15%,3%,i,8%
Clc1ccc(Cn2cc(Br)cn2)cc1Cl,0.3%,1.8%,2.9%,-5%,1%,4%,13%,i,10%
CCN(CC(=O)NC(C)C)Cc1nc2c(Br)cc(Br)cc2c(=O)[nH]1,-0.2%,x,x,-2%,20%,0%,x,i,0%
COc1cc2[nH]c(=O)n(CCCCCC(=O)N3CCN(c4ccccc4)CC3)c(=O)c2cc1OC,0.7%,x,-3.7%,4%,6%,-1%,15%,i,-8%
Cc1ccc(S(C)(=O)=O)cc1S(=O)(=O)Nc1cccc(Cl)c1,-0.2%,-1.8%,-3.0%,11%,1%,-6%,9%,i,-6%
CC(C)(C)c1ccccc1NC(=O)Cn1cnc2cc([N+](=O)[O-])ccc2c1=O,-0.1%,x,-7.6%,18%,16%,-4%,-4%,i,-1%
O=C1CCC(=O)c2oc3ccccc3c2N1,0.3%,-0.2%,-4.6%,-5%,6%,4%,2%,i,2%
CCCC1S/C(=N/N=C/c2ccc(C)cc2)N(Cc2ccc(OC)cc2)C1=O (stereo unspecified),-0.9%,-1.6%,1.0%,5%,-2%,-7%,15%,i,4%
O=C(Nc1c(-c2ccccc2)nc2ccc(Cl)cn12)c1cccs1,-1.7%,-2.1%,0.2%,-9%,7%,4%,-16%,i,-22%
CCOC(=O)CSc1cc(C)c(C#N)c2nc3ccccc3n12,-0.9%,1.8%,-4.5%,2%,-1%,-8%,-25%,i,-10%
CC(C)(C)c1ccc(-c2nnc(SCC(=O)c3ccc4c(c3)OCCO4)o2)cc1,x,-0.6%,-4.7%,-5%,5%,-4%,-3%,x,-4%
Cc1cc(NCCc2ccc(Cl)cc2)n2ncnc2n1,-0.8%,-1.1%,-2.7%,3%,-6%,4%,11%,i,0%
Cc1nn(Cc2ccccc2)c2c1C(c1cccnc1)C(C#N)=C(N)O2 (stereo unspecified),0.3%,-0.9%,-4.7%,1%,3%,-6%,-4%,i,8%
Cc1ccc(-c2csc(-c3c[nH]c4ccccc34)n2)c(C)c1,0.0%,-1.6%,-3.3%,20%,7%,4%,12%,i,-2%
Cc1cccn2c(=O)c3cc(C(=O)NCCCn4ccnc4)n(C)c3nc12,x,0.4%,-2.5%,-26%,1%,3%,12%,x,3%
